CF NFkB block = blocks PAF-induced NF-kB reporter in cystic fibrosis cells | 0.86% of 360,000 active | inhibition, % at 5 µM | KKLEB NF-kB-GFP reporter, GFP fluorescence overnight;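 active = at least 50% inhibition at 5 µM, scaled per plate between neutral and stimulator controls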;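 note: PAF is a Pseudomonas aeruginosa culture filtrate used as stimulus; plate controls were PAF-stimulated DMSO wells for no effect and unstimulated DMSO wells for full effect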
KKLEB tox = CF airway cell cytotoxicity counter-screen | KKLEB CF airway cells viability, ATPlite luminescence, overnight; hits give low values; cells stimulated with P. aeruginosa culture filtrate | AID 602141 | 0.36% of 360,000 active | activity change (cytotoxicity), % at 5 µM;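 active = corrected activity change at or below -50% at 5 µM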
SRC3 inh = inhibits human SRC3 coactivator; HEK293 GAL4-SRC3 luciferase reporter, luminescence; inhibition, % at 3.6 µM; 0.17% of 360,000 active;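 active = inhibition above a per-campaign cutoff, the mean of all compounds plus 3 SD, cut at about 60% in these data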;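 note: 0% = DMSO-treated cells and 100% = gossypol-treated cells at 36 µM; higher means less SRC3-driven luciferase light from the GAL4 reporter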
LRH-1 inv ag = inverse agonists of human LRH-1 (NR5A2); O00482; HEK293T StAR-luciferase reporter, LRH-1 transfected, 24 h; inhibition, % at 3.6 µM; 0.13% of 360,000 active; AID 602396;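 active = inhibition above the mean inhibition of all tested compounds plus 3 SD, cut at about 73% in these data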;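 note: 0% = DMSO wells and 100% = reporter-only cells lacking LRH-1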
Target sequence (O00482 whole entry, looked up): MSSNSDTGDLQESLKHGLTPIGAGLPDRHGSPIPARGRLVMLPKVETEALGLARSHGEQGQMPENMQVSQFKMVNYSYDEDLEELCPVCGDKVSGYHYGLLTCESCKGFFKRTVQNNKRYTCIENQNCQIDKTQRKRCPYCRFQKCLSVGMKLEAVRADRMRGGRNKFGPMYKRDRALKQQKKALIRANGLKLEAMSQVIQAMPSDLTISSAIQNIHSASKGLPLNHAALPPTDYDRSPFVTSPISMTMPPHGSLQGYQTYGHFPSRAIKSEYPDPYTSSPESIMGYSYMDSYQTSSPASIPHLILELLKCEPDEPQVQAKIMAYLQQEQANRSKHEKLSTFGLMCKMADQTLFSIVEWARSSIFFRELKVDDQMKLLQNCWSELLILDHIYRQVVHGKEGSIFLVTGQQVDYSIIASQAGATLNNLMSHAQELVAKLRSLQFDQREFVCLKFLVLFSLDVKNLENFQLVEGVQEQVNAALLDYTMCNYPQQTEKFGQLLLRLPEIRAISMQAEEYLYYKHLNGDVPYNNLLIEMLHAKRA
TROY signal inh = inhibitors of TROY-dependent NF-kB signaling | AID 1347056 | Q293 LMP1-TROYcd NF-kB luciferase reporter, 4 h | 0.98% of 360,000 active | inhibition, % at 10 µM;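 active = compounds whose plate-normalised and pattern-corrected inhibition of the luciferase reporter signal at the single screening dose is 50% or more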
Shn3 3UTR inh = Schnurri-3 reporter inhibition in Clone20 osteoblasts; AID 588674; Clone20 osteoblast Shn3 3'UTR firefly luciferase, 24 h; inhibition, % at 12.5 µM; 0.52% of 360,000 active;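 active = mean inhibition of at least 75% with every replicate also reaching 75%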;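 note: 0% = median of neutral control wells and 100% = pilot-screen positive control compound; some compounds past the cut are filed as inactive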
NR2F2 inh = blocks human COUP-TFII nuclear receptor; 0.7% of 370,000 active; P24468; HEK293T NGFI-A luciferase reporter, luminescence; AID 686940; inhibition, % at 8.6 µM;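 active = inhibition above a per-plate cutoff, mean inhibition of test wells between control levels plus 3 SD, cut at about 38% in these data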;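 note: cells cotransfected with COUP-TFII expression vector driving the NGFI-A reporter; 0% = median of COUP-TF2 test wells and 100% = reporter-only cells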
Target sequence (P24468 whole entry, looked up): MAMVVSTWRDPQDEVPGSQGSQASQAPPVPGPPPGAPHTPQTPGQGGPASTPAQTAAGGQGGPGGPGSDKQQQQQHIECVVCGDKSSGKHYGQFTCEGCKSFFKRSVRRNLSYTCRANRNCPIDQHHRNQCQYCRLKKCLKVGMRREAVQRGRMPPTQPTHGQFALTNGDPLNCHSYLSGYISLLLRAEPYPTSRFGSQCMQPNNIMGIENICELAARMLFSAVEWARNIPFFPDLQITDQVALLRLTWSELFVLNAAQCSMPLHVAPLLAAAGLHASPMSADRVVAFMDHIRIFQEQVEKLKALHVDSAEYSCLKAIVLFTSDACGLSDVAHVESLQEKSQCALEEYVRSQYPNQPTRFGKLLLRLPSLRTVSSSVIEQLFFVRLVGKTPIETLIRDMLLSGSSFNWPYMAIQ
TWEAK-Fn14 inh = TWEAK-Fn14 signaling inhibition | TWEAK-stimulated Fn14 reporter cells, luciferase luminescence, 8 h | inhibition, % at 10 µM | 2% of 360,000 active | AID 1159606; in the data active = inhibition above about 50%
EBV LMP1 NFkB = inhibitors of Epstein-Barr LMP1-induced NF-kappaB reporter; LMP1-induced NF-kappaB luciferase reporter cells, luminescence; inhibition, % at 12.5 µM; 0.69% of 350,000 active; AID 504558; in the data active = inhibition above about 41%;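 note: 0% = neutral control wells and 100% = reference inhibitor control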
TRAIL sens C8 = caspase-8 TRAIL sensitization; NB7+C8 cells + TRAIL, ATPlite viability luminescence; inhibition (viability loss, TRAIL sensitization), % at 10 µM; 1% of 360,000 active; AID 624354;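 active = compounds causing at least 50% loss of cell viability in the single-dose screen, relative to plate controls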
NCOA1 inh = inhibits human SRC1 coactivator; Q15788; HEK293 GAL4-SRC1 luciferase reporter, luminescence; inhibition, % at 3.6 µM; 0.12% of 360,000 active;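 active = inhibition above the campaign mean plus 3 SD, with each screening campaign given its own cutoff, cut at about 60% in these data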;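 note: 0% = DMSO treated cells and 100% = gossypol at 36 µM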
Starred values were filed as active, the others as inactive; / = no result given. Only part of the results is shown; rates above refer to the full screens.

mol	CF NFkB block	KKLEB tox	SRC3 inh	LRH-1 inv ag	TROY signal inh	Shn3 3UTR inh	NR2F2 inh	TWEAK-Fn14 inh	EBV LMP1 NFkB	TRAIL sens C8	NCOA1 inh
CCc1nc2c(OCc3cccc(Cl)c3)cccn2c1N(C)C(=O)Nc1ccccc1OC	24	-10	-25	-1	-3	9	6	-4	/	-21	-1
COc1ccccc1C(=O)NCc1ccc(-c2nc3ccccc3s2)cc1	8	-10	30	9	45	1	11	76*	19	-3	9
COC(=O)c1ccc(NC(=O)COC(=O)COc2cccc3c2OC(C)(C)C3)cc1	13	0	5	16	-8	-2	-2	5	-13	-1	-9
COc1cccc(NC(=O)c2ccc(-n3cnnn3)cc2)c1	14	-2	-17	-21	-10	-53	8	30	11	28	-3
Cc1ccc(OCC(=O)NNC(=O)c2ccccc2OCc2c(C)noc2C)cc1	-19	9	20	15	4	1	9	0	0	-9	23
CSc1ccc(C(=S)N2CCN(Cc3ccccc3)CC2)cc1	-1	5	6	10	5	9	-2	3	2	2	-2
CC(C)(C)OC(=O)[C@H](Cc1ccccc1)NC(=O)c1nc[nH]c1C(=O)NCC(=O)OCc1ccccc1	15	3	-8	-14	3	7	-1	9	-5	0	-6
Cc1[nH]n(-c2cccc(Cl)c2)c(=O)c1-c1ccccc1	2	3	6	-16	5	3	9	5	3	-14	-12
COc1ccc(-c2nc3ccccc3c(=O)n2CCOc2ccccc2C)cc1	5	0	7	-3	-32	-46	-2	-2	-11	-10	-5
CCOc1ccc(C(=O)NCC(=O)NCC(c2ccc(OC)cc2)N2CCCC2)cc1 (stereo not drawn)	-45	4	17	11	-8	-13	1	-18	8	-7	-26
COc1ccccc1-c1c(C)nn2c(NCCN3CCCC3)cc(C)nc12	-5	-6	4	5	-4	-9	17	9	-9	22	2
c1cn(C23CC4CC(CC(C4)C2)C3)cn1	8	-13	11	-19	9	80	3	-22	5	-15	11
Cc1ccc(C(=O)CC(=O)COc2ccc(Cl)cc2C)cc1	-7	-6	12	5	-27	4	5	0	21	-1	-13
COc1ccc(OCCCn2cc(/C=C3/C(=N)N4C=C(C)SC4=NC3=O)c3ccccc32)cc1	35	-42	-9	-23	18	-52	-11	14	3	16	-12
CCn1c(CNC(=O)c2ccco2)nnc1SCC(=O)c1ccc(OC)cc1	-3	5	16	-2	-4	-1	-7	19	6	-3	-15
CCOc1ccc(NC(=O)CN(C)S(=O)(=O)c2cccs2)cc1	3	11	-7	-28	-48	-10	-19	-2	-2	8	-33
O=C(O)CSCC(=O)N(Cc1ccccc1)c1nc(-c2ccccc2)c(-c2ccccc2)s1	-24	13	1	10	44	-9	-1	-18	4	-6	-4
CN1c2ccccc2-c2nc3ccccc3n2C1c1ccncc1 (stereo not drawn)	-7	6	24	20	-19	-35	-7	-3	-2	29	-2
Cc1ccc(-c2csc(NC(=O)C3CC=CCC3C(=O)O)c2C(=O)OC(C)C)cc1 (stereo not drawn)	-10	1	17	-5	25	-9	6	21	-4	-6	-26
COc1ccc(CN2CCN(C(=O)c3c(-c4ccccc4)noc3C)CC2)cc1F	-19	1	20	23	16	24	16	7	0	-1	3
COc1cccc(-c2nnn(CC(=O)N3CCC(C)CC3)n2)c1	-18	8	-24	-19	-14	-20	2	4	-5	4	-33
CCc1ccc(/C=C2\SC(=S)N(CCCC(=O)N3CCN(C)CC3)C2=O)cc1	22	-15	-9	1	40	-13	19	-6	-5	87*	-1
COCCN(CCOC)C(=O)N1CCOCC1	5	2	14	-10	-5	18	14	23	1	-5	13
COc1ccc(OC)c(NC(=O)c2cn(C)c(=O)c3cc(OC)c(OC)cc23)c1	-8	-5	10	16	2	6	-1	6	3	-18	0
CC(=O)N1CCc2cc(S(=O)(=O)NCCC(=O)N3CCc4ccccc4C3)ccc21	14	-6	8	1	7	51	/	23	5	1	-3
C[C@@H]1CN([C@H](C)CO)C(=O)CCCn2nncc2CO[C@H]1CN(C)C(=O)Cc1ccccc1	-10	-1	0	-9	-8	1	10	10	0	0	5
CCOC(=O)c1nnc(-c2ccccc2)nc1N1CC(C)OC(C)C1 (stereo not drawn)	-2	6	10	7	-7	-22	-2	-43	0	-1	5
COc1cccc(CN2CCCC(C(=O)Nc3ccc(-c4cscn4)cc3)C2)c1 (stereo not drawn)	-8	6	6	6	-7	-2	-8	-5	2	-14	-9
CC[C@@H]1[C@H]2CCCC(=O)N3CC[C@@H](C[C@@H]1OC(=O)Nc1ccccc1)[C@@H]23	-9	13	6	12	2	0	2	3	-2	-11	6
Nc1[nH]c(=S)nc2nc(-c3ccccc3)c(-c3ccccc3)nc12	-46	5	6	-6	16	2	-21	10	-18	2	-18
CCn1c(CNc2cccc(Cl)c2)nnc1SCC(=O)OC1CCCCC1	-8	1	-1	-24	1	-5	-3	41	-3	19	-12
Cc1ccc(C(=O)c2nccn2C)cc1C	-10	3	-15	-6	7	-5	-7	-10	-9	-7	-25
O=C(COc1ncnc2cc(Cl)ccc12)c1ccc2c(c1)OCCO2	-3	-4	-48	-49	-66	-87	-11	11	-25	-6	-54
C[C@H](CO)NC(=O)c1nc[nH]c1C(=O)N[C@H](C)c1ccccc1	-24	8	-5	-17	-7	1	-15	3	9	14	-8
C[N+](C)(C)CC/C=C1/c2ccccc2CSc2ccccc21	-2	2	9	12	-24	3	14	-8	4	-15	2
C=CCN(CC=C)C(=O)C(=O)c1ccn(-c2c(C)csc2C(=O)OC)c1	13	-12	-2	5	-6	5	16	3	-6	-6	-12
CCN(c1ccccc1)S(=O)(=O)c1nnc(NC(=O)C(C)(C)C)s1	-10	0	0	6	1	-27	9	18	/	-10	-6
O=C(CCC(=O)c1cccs1)NCc1cccc(Cl)c1	-46	-1	6	-13	-16	-27	-27	14	4	8	10
Cc1cccc(C)c1NC(=O)CS(=O)CC(=O)NC1CCN(Cc2ccccc2)CC1 (stereo not drawn)	-7	8	10	-1	12	-1	1	3	-1	-14	0
N#C/C(=C(\O)c1ccco1)c1ccccn1	-50	5	-18	-39	-4	-1	-3	-5	1	2	-34
CCOC(=O)c1sc(N(Cc2ccccc2)C(=O)CN2C(=O)CN(C)C2=O)nc1C	5	-5	-3	-6	1	-17	4	-22	2	-1	-23
OC(CCN1CCC2CCC(C2)C1)c1ccc(Br)cc1 (stereo not drawn)	-4	15	2	5	-5	14	8	-5	14	-11	6
COc1ccc2cc(CCNC(=O)c3ccc(S(=O)(=O)N4CCOCC4)cc3)c(=O)[nH]c2c1	3	11	0	7	21	12	9	-5	-6	-19	3
COc1cc(/C=C2\N=C(c3c(-c4ccccc4)noc3C)OC2=O)ccc1OC(C)=O	-9	3	4	7	13	-2	0	-1	6	-1	12
Cn1c(=O)c2[nH]c(N3CCN(c4ccccc4)CC3)nc2n(C)c1=O	6	-16	-8	-5	9	6	-11	-2	0	-4	15
CCOC(=O)C1=C(C)Nc2ccccc2N=C1NC(=O)c1ccc(Cl)c(S(=O)(=O)N2CCCC2)c1	-8	9	1	9	24	22	8	7	10	-7	2
Cc1csc(NC(=O)CCC(=O)N(CC(=O)NC2CCCC2)c2ccccc2)n1	-2	2	20	3	-20	14	2	0	1	-4	-4
CCC1(C)OC(=O)NN(c2ccc(C)cc2)C1(C)O (stereo not drawn)	4	1	23	14	-2	-18	-13	-7	3	-6	-9
CC1C(=O)C(C)C(c2cccc(Br)c2)NC1c1cccc(Br)c1 (stereo not drawn)	22	-16	3	6	13	8	-1	5	12	10	5
O=C(NCCNc1ccc([N+](=O)[O-])cc1)c1cccs1	-13	1	-18	16	0	5	-13	8	0	1	-17
CCNC(=O)CCSc1nnc(-c2ccncc2)o1	-13	-13	5	5	-4	6	12	0	13	4	-3
CCN(CC)c1ccc(NC(=O)c2ccc3c(c2)OCO3)cc1	1	1	-92	-139	-34	-91	-46	-31	-32	23	-65
O=C(Nc1ccc2c(c1)OCCO2)c1c(F)c(F)c(F)c(F)c1F	11	2	13	16	0	15	14	12	-2	-14	-8
O=C(Nc1cccc(S(=O)(=O)Nc2ccccc2Cl)c1)c1ccc(Cl)nc1	6	-14	43	41	28	80	47*	63*	23	28	33
CN(CC(=O)Nc1ccc(F)c(F)c1F)C(=O)c1cc(-c2ccncc2)nc2ccccc12	-2	-4	-4	4	1	9	-4	6	2	0	2
O=C(NCCN1CCCCC1)Nc1ccccc1	-6	8	5	2	1	-1	5	-10	-5	3	-4

Further compounds:
mol	CF NFkB block	KKLEB tox	SRC3 inh	LRH-1 inv ag	TROY signal inh	Shn3 3UTR inh	NR2F2 inh	TWEAK-Fn14 inh	EBV LMP1 NFkB	TRAIL sens C8	NCOA1 inh
NNc1ccc2nncn2n1	-1	2	11	4	-9	-6	-9	0	-1	-11	-9
Cc1ccc(/C=C/C(=O)O)cc1S(=O)(=O)NCc1cccnc1	-1	1	12	11	11	-8	-16	2	-4	-1	1
CS(=O)(=O)N1CCc2nc(-c3ccccc3)sc2C1	5	-6	-76	-59	-39	-117	-34	-9	-22	10	-116
Cc1ccc(NC(=O)CN(C)C(=O)COc2ncnc3ccc(Br)cc23)cc1	-18	7	-6	8	13	-5	4	1	-4	-10	0
CCCn1cnc2c(SCc3ccccc3)nc(N)nc21	-4	4	-35	-49	-25	-10	-29	-35	-8	-19	-16
[N-]=[N+]=NC[C@H](c1ccccc1)N1CCN(Cc2ccccc2)CCC1=O	11	8	-20	26	9	-2	6	-18	15	14	2
CCOc1ccc2nc(SCC#N)c(C#N)cc2c1	-38	4	-11	-27	-55	19	-57	-19	-32	-11	-46
COc1ccc(/C=C/C(=O)OCC(=O)Nc2ccc(N3CCOCC3)cc2)cc1OC	5	0	-3	21	-6	11	-11	-2	-7	4	-15
O=C(N/N=C/c1cc(Br)c(Br)o1)C(O)c1ccccc1 (stereo not drawn)	0	-6	9	19	4	1	0	-4	-7	21	-3
O=C(NCCc1ccccc1)c1ccc(Cl)cc1[N+](=O)[O-]	2	-15	-57	-119	-20	-40	-6	-4	-18	2	-39
O=C(CSc1ccc(Cl)cc1)Nc1ccccc1Oc1ccccc1	0	-1	14	3	-15	-7	6	17	-3	9	-1
O=C(Nc1cccc(C(F)(F)F)c1)C12CC3CC(CC(C3)C1)C2	-4	-8	8	0	-36	4	-4	-3	-11	-4	4
CCN(CC(=O)Nc1cc(Cl)ccc1C)C(=O)c1oc2ccc(OC)cc2c1C	18	0	-33	-26	-41	-7	6	-22	-5	-5	-10
NC(=O)c1cccc2c3c([nH]c12)CCCC3	2	16	11	-17	-1	-6	/	8	-17	-6	-22

Record cards (already shown). Order of values: CF NFkB block	KKLEB tox	SRC3 inh	LRH-1 inv ag	TROY signal inh	Shn3 3UTR inh	NR2F2 inh	TWEAK-Fn14 inh	EBV LMP1 NFkB	TRAIL sens C8	NCOA1 inh
Shown for O=C(CSc1ccc(Cl)cc1)Nc1ccccc1Oc1ccccc1 → 0	-1	14	3	-15	-7	6	17	-3	9	-1
Shown for CCN(CC(=O)Nc1cc(Cl)ccc1C)C(=O)c1oc2ccc(OC)cc2c1C → 18	0	-33	-26	-41	-7	6	-22	-5	-5	-10

High-throughput results (PubChem BioAssay)
